# High-throughput results deposited in PubChem BioAssay by NCI.
# Growth percent in the NCI-60 one-dose screen (48 h, 10 µM unless noted): 100 = growth as untreated, 0 = no growth, -100 = all killed.
# T-47D: T-47D breast cancer. AID 1794792. actives 5% (n = 79,000)
# MDA-MB-435: MDA-MB-435 melanoma. actives 7.8% (n = 82,000). AID 1794794
# HS 578T: HS 578T breast cancer; AID 1794788; actives 4.1% (n = 78,000)
# LOX IMVI: LOX IMVI melanoma. actives 7.4% (n = 79,000)
# BT-549: BT-549 breast cancer | actives 4.4% (n = 78,000) | AID 1794793
# SK-MEL-28: SK-MEL-28 melanoma. actives 4.1% (n = 81,000). AID 1794761
# SK-MEL-5: SK-MEL-5 melanoma; actives 6.4% (n = 80,000)
# SK-MEL-2: SK-MEL-2 melanoma | actives 4.7% (n = 77,000)
# Numbers without * were called inactive; . = not tested or not shown; [ ] = remark or other dose. How the source made its calls: active means growth percent below 10; inactive means the rest. No enrichment for hits; overall some 12% were active at least once.
nr	Compound	T-47D	MDA-MB-435	HS 578T	LOX IMVI	BT-549	SK-MEL-28	SK-MEL-5	SK-MEL-2
1	COc1ccc(OC)c(C2C(C#N)=C(N)N(c3ccc(F)cc3)C3=C2C(=O)CC(C)(C)C3)c1 (centres undefined)	100	107	105	104	108	113	.	110
2	CN(C)S(=O)(=O)c1ccccc1N=C=S	94	111	99	97	99	106	100	106
3	COc1ccc(OCc2ccccc2)cc1	98	100	119	108	85	107	97	98
4	C#Cc1nc(C(=O)NCCC(=O)Nc2ccc(NC(=O)c3ccc(/C=C/C(=O)c4nccn4C)cc3)cc2)cs1	49	27	87	-90*	54	85	87	100
5	Nc1ccc(N=Nc2ccccc2)cc1[N+](=O)[O-]	60	101	139	78	85	119	93	87
6	O=C1Nc2ccc(C(=O)O)cc2/C1=N/c1n[nH]c(=S)s1	80	89	90	80	105	120	78	105
7	CCC(C)n1cnc2c(Nc3ccccn3)nc(Cl)nc21 (centres undefined)	91	104	102	93	101	104	100	97
8	O=C(/C=C/c1ccco1)c1ccc(Cl)cc1	90	113	113	98	94	114	110	92
9	COc1ccc(Nc2ncccc2NC(=O)c2cn(Cc3ccc(F)cc3)nn2)cc1	91	105	106	88	104	121	100	118
10	N/C(=N\C(N)=N\c1nc2ccccc2s1)c1cccs1	88	106	109	84	.	109	94	104
11	Cc1ccc(N=NN(C)C)cc1	112	93	105	99	104	164	105	95
12	NC(=O)C1C2C=CC(O2)C1C(=O)O (centres undefined)	107	102	98	.	118	96	.	.
13	C=CCOc1ccccc1[C@@H](C(=O)Nc1cccc([N+](=O)[O-])c1)N(C(=O)CCc1c[nH]c2ccccc12)c1ccc(C)cc1	87	103	85	72	80	113	90	104
14	O=S(=O)(Cc1cc(-c2ccccc2)no1)N1CC=CC1	100	101	99	103	115	114	98	105
15	COc1ccc(OC)c(CCn2cncc2-c2c[nH]c3cc(F)ccc23)c1	48	14	74	77	72	79	38	73
16	CC(=O)CCC(=O)OCCCl	102	101	83	94	101	106	102	105
17	C=CCn1c(SCC(=O)Nc2cccc(C(=O)/C=C/c3ccc(Br)cc3)c2)nc2ccccc2c1=O	76	87	83	75	46	98	98	.
18	CN1C(=O)N(C)C2C1NN=c1s/c(=C\c3ccccc3)c(=O)n12 (centres undefined)	38	-26*	41	45	55	63	41	48
19	COc1cc(/C=C/C(=O)O)cc(Br)c1O	119	94	107	101	106	116	105	113
20	Cc1cc(C)c(C(=O)/C=C/c2ccccc2)c(C)c1	46	77	.	.	88	97	96	93
21	NNC(=O)CNC(=O)c1ccccc1I	111	107	99	98	98	111	99	126
22	CCCCOC(=O)c1ccc(NC(=O)CN2CCOCC2)cc1	88	99	100	97	97	102	100	106
23	CCOC(=O)n1ncc2c(Nc3ccc(NC(C)=O)cc3)ncnc21	97	104	95	94	100	99	94	112
24	COc1ccc(NCc2cn(-c3ccc(C(=O)O)cc3)nc2-c2ccc(C(=O)O)cc2)cc1	101	108	103	98	111	116	106	98
25	O=C(Nc1cccc2c1C(=O)c1cccc(Nc3cccc4c3C(=O)c3cccc(NC(=O)c5ccccc5)c3C4=O)c1C2=O)c1ccccc1	116	104	.	98	113	118	112	109
26	CC(C)=C/C(C)=N\NS(=O)(=O)c1ccc([N+](=O)[O-])cc1	91	106	107	90	105	114	102	92
27	CCN(CC)C(=O)Nc1ccc([N+](=O)[O-])cc1	99	100	120	101	103	105	102	108
28	CC1(CCl)Nc2ccccc2C(=O)N1c1ccc(Cl)cc1 (centres undefined)	88	101	122	104	106	100	95	.
29	Cc1ccc(C(=O)Nc2ccc(CN3CCN(C)CC3)c(C(F)(F)F)c2)cc1C#Cc1cnc(N)cc1C#N	-4.9*	-91*	-24*	-90*	14	-83*	-87*	-43*
30	Cc1cc(=O)n(C(=O)Nc2ccccc2)c2cc(O)ccc12	99	99	88	98	102	106	102	102
31	Nc1ccc2c(c1)C(=O)c1cccc(Cl)c1-2	99	105	104	99	95	111	.	109
32	C#CCOc1ccc(C(Nc2cc(C)cc(C)c2)c2nnnn2C2CCCCC2)cc1OC (centres undefined)	80	99	87	96	86	95	93	98
33	COc1cccc(NC(=O)Nc2ccc(Nc3ncnc4sc5c(c34)CCN(C(=O)CCl)C5)cc2)c1	87	109	.	94	99	117	106	.
34	OCCOc1ccc(-c2cc(-c3ccccn3)nc(-c3ccccn3)c2)cc1	17	22	.	-30*	16	.	.	38
35	O=C(NO)c1ccc(CNc2nc(-c3ccccc3)c3ccccc3n2)cc1	-13*	4.2*	2.2*	-97*	18	-2.7*	-88*	-20*
36	CCC(CC)CCC(=O)CC(C)C	101	108	.	96	96	96	104	91
37	c1ccc2c3c(ccc2c1)Oc1ccc2ccccc2c1C3CCC1c2c(ccc3ccccc23)Oc2ccc3ccccc3c21	99	106	92	.	104	110	98	111
38	S=C1SCN(Cc2ccccc2)CN1Cc1ccccc1	41	85	90	69	94	103	87	85
39	Ic1ccc(OCCCCCn2ccnc2)cc1	54	79	89	76	75	89	54	105
40	O=C(C[n+]1cccc2c3ccccc3ccc21)C(F)(F)F	92	107	103	98	79	118	100	112

# Ordered by length of the SMILES (low to high): 20 of the compounds above
nr	Compound	T-47D	MDA-MB-435	HS 578T	LOX IMVI	BT-549	SK-MEL-28	SK-MEL-5	SK-MEL-2
36	CCC(CC)CCC(=O)CC(C)C	101	108	.	96	96	96	104	91
21	NNC(=O)CNC(=O)c1ccccc1I	111	107	99	98	98	111	99	126
39	Ic1ccc(OCCCCCn2ccnc2)cc1	54	79	89	76	75	89	54	105
19	COc1cc(/C=C/C(=O)O)cc(Br)c1O	119	94	107	101	106	116	105	113
38	S=C1SCN(Cc2ccccc2)CN1Cc1ccccc1	41	85	90	69	94	103	87	85
31	Nc1ccc2c(c1)C(=O)c1cccc(Cl)c1-2	99	105	104	99	95	111	.	109
20	Cc1cc(C)c(C(=O)/C=C/c2ccccc2)c(C)c1	46	77	.	.	88	97	96	93
28	CC1(CCl)Nc2ccccc2C(=O)N1c1ccc(Cl)cc1 (centres undefined)	88	101	122	104	106	100	95	.
40	O=C(C[n+]1cccc2c3ccccc3ccc21)C(F)(F)F	92	107	103	98	79	118	100	112
30	Cc1cc(=O)n(C(=O)Nc2ccccc2)c2cc(O)ccc12	99	99	88	98	102	106	102	102
23	CCOC(=O)n1ncc2c(Nc3ccc(NC(C)=O)cc3)ncnc21	97	104	95	94	100	99	94	112
35	O=C(NO)c1ccc(CNc2nc(-c3ccccc3)c3ccccc3n2)cc1	-13*	4.2*	2.2*	-97*	18	-2.7*	-88*	-20*
18	CN1C(=O)N(C)C2C1NN=c1s/c(=C\c3ccccc3)c(=O)n12 (centres undefined)	38	-26*	41	45	55	63	41	48
26	CC(C)=C/C(C)=N\NS(=O)(=O)c1ccc([N+](=O)[O-])cc1	91	106	107	90	105	114	102	92
32	C#CCOc1ccc(C(Nc2cc(C)cc(C)c2)c2nnnn2C2CCCCC2)cc1OC (centres undefined)	80	99	87	96	86	95	93	98
24	COc1ccc(NCc2cn(-c3ccc(C(=O)O)cc3)nc2-c2ccc(C(=O)O)cc2)cc1	101	108	103	98	111	116	106	98
33	COc1cccc(NC(=O)Nc2ccc(Nc3ncnc4sc5c(c34)CCN(C(=O)CCl)C5)cc2)c1	87	109	.	94	99	117	106	.
29	Cc1ccc(C(=O)Nc2ccc(CN3CCN(C)CC3)c(C(F)(F)F)c2)cc1C#Cc1cnc(N)cc1C#N	-4.9*	-91*	-24*	-90*	14	-83*	-87*	-43*
37	c1ccc2c3c(ccc2c1)Oc1ccc2ccccc2c1C3CCC1c2c(ccc3ccccc23)Oc2ccc3ccccc3c21	99	106	92	.	104	110	98	111
25	O=C(Nc1cccc2c1C(=O)c1cccc(Nc3cccc4c3C(=O)c3cccc(NC(=O)c5ccccc5)c3C4=O)c1C2=O)c1ccccc1	116	104	.	98	113	118	112	109

# Going on with the list:
nr	Compound	T-47D	MDA-MB-435	HS 578T	LOX IMVI	BT-549	SK-MEL-28	SK-MEL-5	SK-MEL-2
41	CC(C)Oc1ccccc1C(=O)Nc1ccccc1C(=O)Nc1cccc(S(=O)(=O)C(F)(F)F)c1	65	99	94	90	124	97	98	100
42	CC(C)c1ccc(Cn2c(-c3cscn3)nc3c(Cl)cccc32)cc1	73	103	86	87	92	99	94	93
43	CCOC(=O)c1cnn(CC(C)O)c1NC(=O)NCc1ccccc1C(F)(F)F (centres undefined)	105	104	110	100	91	103	102	77
44	Cc1[nH]c(C(=O)Nc2ccc3nc(OCCN4CCOCC4)ccc3c2)c(Cl)c1Cl	83	86	54	77	33	82	90	100
45	CCCCCN(CCCCC)CCC[C@@H](C)[C@H]1CC[C@H]2[C@@H]3[C@H](OCCCN)C[C@@H]4C[C@H](OCCCN)CC[C@]4(C)[C@H]3C[C@H](OCCCN)[C@]12C	68	-14*	67	3.0*	55	28	25	.
46	CCCCc1ccc(Nc2ccc(Nc3ccc(CCCC)cc3S(=O)(=O)O)c3c2C(=O)c2ccccc2C3=O)c(S(=O)(=O)O)c1	106	85	102	86	94	108	92	67
47	CNC(=O)c1c(C)oc2cc(Oc3ncnc4cc(OC)c(OC)cc34)ccc12	94	114	.	97	74	119	121	.
48	OC(COc1ccccc1Cl)CN1CCN(c2ccc(Cl)cc2)CC1 (centres undefined)	101	105	.	104	90	103	104	126
49	COc1cccc(/C=C(/C(C)=O)C(=O)c2ccccc2)c1	62	56	90	67	100	88	87	97
50	O=C(CN1CCN(c2cc(=O)n(-c3ccccc3)c3ccccc23)CC1)Nc1ccccc1	33	86	92	80	78	93	35	90

# 2 of the compounds above, with two lines to a compound:
# Every second line gives: T-47D | MDA-MB-435 | HS 578T | LOX IMVI | BT-549 | SK-MEL-28 | SK-MEL-5 | SK-MEL-2
49	COc1cccc(/C=C(/C(C)=O)C(=O)c2ccccc2)c1
  62 | 56 | 90 | 67 | 100 | 88 | 87 | 97
41	CC(C)Oc1ccccc1C(=O)Nc1ccccc1C(=O)Nc1cccc(S(=O)(=O)C(F)(F)F)c1
  65 | 99 | 94 | 90 | 124 | 97 | 98 | 100

# Next section:
nr	Compound	T-47D	MDA-MB-435	HS 578T	LOX IMVI	BT-549	SK-MEL-28	SK-MEL-5	SK-MEL-2
51	O=C1Nc2ccc([N+](=O)[O-])cc2/C1=C\c1cccs1	103	105	111	94	112	102	96	111
52	C(=N\c1nc(NCc2ccccc2)[nH]c1-c1ccccc1)/c1ccccc1	103	100	124	116	115	106	107	124
53	Nc1nonc1-n1nncc1-c1ccc(Cl)s1	102	102	102	99	109	111	99	112
54	CCCCCCCCc1ccc(C(=O)Nc2ccc(C)cc2OP(=O)(O)O)cc1	91	112	106	96	91	100	99	102
55	COC(=O)/C=C/C(=N/Nc1ccccc1)c1ccccc1	89	82	94	97	110	104	96	96
56	Cc1ccc(NC(=O)N=c2oc3c(C)cccc3cc2-c2cc3ccccc3[nH]2)cc1	88	96	109	95	95	115	99	131
57	O=C1NC(=O)C(c2coc3ccc(O)cc23)=C1c1c[nH]c2ccccc12	81	76	86	66	67	100	78	93
58	Cc1cc(C)c2nc(C)c(C)[n+]([O-])c2c1	95	111	112	95	106	106	104	106
59	O=C(O)c1ccc(Br)cc1	101	107	120	103	107	111	108	115
60	CCN1CCN(CC(=O)Nc2nc3ccc(NCc4ccc(Br)cc4)cc3s2)CC1	48	-6.3*	81	-76*	86	-67*	48	55
61	Cc1cc(O)c2c(c1)C(=O)c1c(Br)c(O)c(Br)c(O)c1C2=O	71	51	.	19	45	96	35	.
62	CC(=O)COc1ccccc1[N+](=O)[O-]	111	110	105	98	126	114	100	104
63	COc1ccccc1NC(=O)c1cccc(-c2cc(=O)c3c(O)c(OC)c(OC)cc3o2)c1	60	97	96	83	89	94	96	86
64	CCOC(=O)c1c2c(c(C)n1Cc1ccccc1)-c1[nH]c(=O)ncc1CC2	95	133	99	101	144	120	105	131
65	O=C(O)CNS(=O)(=O)c1ccc(Oc2ccc(S(=O)(=O)NCC(=O)O)cc2)cc1	96	106	95	100	115	101	101	104
66	Cn1cnc2nc(Cl)nc(Cl)c21	57	-20*	72	18	-29*	65	16	-23*
67	CCCCN1C(=O)C2CC=CCC2C1=O (centres undefined)	108	106	133	99	92	112	100	105
68	Cc1ccc(/C(=N\c2sc(-c3ccccc3)nc2-c2ccccc2)N2CCN(c3ccccc3F)CC2)cc1	83	97	89	.	101	104	96	121
69	COc1c2c(c(CCC(=O)O)c3c1C=CC(C)(C)O3)OC(C)(C)C=C2	97	110	106	98	.	114	100	.
70	CCCC(=O)OCC(C)(C)COC(=O)CCC	110	111	110	101	113	104	99	107
71	CCCCCCCCCCCCCCCC(=O)NCCCC[C@@H](NC(=O)[C@@H](C)NC(=O)[C@@H](CCCCN)NC(=O)[C@@H](C)NC(=O)[C@@H](CC(C)C)NC(=O)[C@@H](CCCCN)NC(=O)[C@@H](C)NC(=O)[C@@H](CC(C)C)NC(=O)[C@@H](CCCCN)NC(=O)[C@@H](CCCCN)NC(=O)[C@@H](C)NC(=O)[C@@H](CC(C)C)NC(=O)[C@@H](CCCCN)NC(=O)[C@@H](C)NC(=O)[C@@H](CC(C)C)NC(=O)[C@@H](CCCCN)NC(=O)CCCCCN)C(N)=O	99[7.25 µM]	113[7.25 µM]	101[7.25 µM]	96[7.25 µM]	104[7.25 µM]	106[7.25 µM]	102[7.25 µM]	93[7.25 µM]
72	Cn1c2c(Cl)c(Cl)ccc2c2cc(N)[nH]c(=O)c21	80	107	52	76	64	103	82	116
73	COc1ccc2nc(CCC(=O)Nc3ccccc3)c(CC(=O)Nc3ccccc3)cc2c1	85	104	111	95	101	112	95	117
